# Compound activity (PubChem BioAssay)
# E coli growth = E. coli V3065 growth inhibition, primary screen, counter-screen for AddAB inhibitor project, absorbance, OD600; actives 0.27% (n = 330,000); inhibition, % at 11.9 µM; 18 h; AID 449728, 2010;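 active means inhibition above the campaign's mean inhibition across all tested compounds plus 3 SD, cut at about 9.9% in these data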;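 further: uninfected addAB+ strain grown without phage in ampicillin broth; 0% = DMSO wells and 100% = ciprofloxacin 0.95 µg/ml wells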
# Mot1-301 SUMO = yeast Mot1-301 growth rescue at high temperature, primary screen, SUMOylation pathway inhibitor project, S. cerevisiae, ATP luminescence, 38.5C | S. cerevisiae Mot1-301 growth rescue; percent above DMSO median, 100 means doubled | growth rescue, % at 18.8 µM | actives 1% (n = 320,000);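 active means every valid replicate shows activation above 250% relative to neutral control wells; inactive means the rest, any valid replicate at or below 250%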;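 further: OY570 slx delta 5 strain wells were the positive control but not used for scaling; some compounds called inactive have numbers as strong as hits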
# PKA-R2B act = activators of PKA-R2B holoenzyme, primary screen, biochemical, fluorescence polarization, Cy5-IP20, human; actives 0.079% (n = 340,000); activation, % at 11.4 µM; PKA-R2B holoenzyme dissociation; R2B truncated from residue 108, S112A mutant; 0% DMSO only, 100% 113 µM cGMP; AID 504700, 2011;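 active means activation above a cutoff set at the mean over all compounds plus 3 SD, cut at about 18% in these data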;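 further: higher means more holoenzyme dissociation and a rise in polarization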
# Target sequence (P31323 whole entry, looked up, other chains not shown, the tested form may be a part): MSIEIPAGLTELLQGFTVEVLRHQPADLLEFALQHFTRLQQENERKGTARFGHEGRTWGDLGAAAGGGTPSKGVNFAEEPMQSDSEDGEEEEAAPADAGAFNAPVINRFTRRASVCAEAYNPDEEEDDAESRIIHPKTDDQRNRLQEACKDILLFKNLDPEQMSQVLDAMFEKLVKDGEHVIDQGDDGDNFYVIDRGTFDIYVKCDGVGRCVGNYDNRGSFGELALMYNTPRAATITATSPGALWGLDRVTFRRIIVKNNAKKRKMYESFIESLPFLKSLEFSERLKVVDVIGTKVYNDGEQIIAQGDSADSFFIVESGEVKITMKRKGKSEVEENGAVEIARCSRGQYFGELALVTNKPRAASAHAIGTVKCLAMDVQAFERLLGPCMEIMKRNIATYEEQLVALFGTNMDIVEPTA
# Tat transport = E. coli Tat export inhibitors, primary screen, MC4100, TorA-mCherry reporter, fluorescence, single point; inhibition, % at 10 µM; actives 0.036% (n = 340,000); AID 488895, 2010;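 active means mean replicate inhibition at least 50% and at least half of replicates individually reaching 50%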;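 further: exported cargo escapes ClpAP degradation while cytoplasmic cargo is degraded and loses fluorescence; 0% = median of neutral control wells and 100% = median of NaSCN control wells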
# HTR5A inv ag = HTR5A inverse agonists in luminescence cell assay, primary screen, counter-screen for OPRM1-OPRD1 heterodimer inverse agonist project, full-deck HTS | HTR5A cell line, inverse agonism | inhibition, % at 9.3 µM | actives 0.083% (n = 340,000) | AID 504634, 2011; in the data active means inhibition mostly above about 23%, no sharp cut-off; inactive means mostly below about 18%;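 further: 0% = cells with DMSO and 100% = no-cell wells with DMSO; some compounds called inactive have numbers as strong as hits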
# Target sequence (P47898 whole entry, looked up): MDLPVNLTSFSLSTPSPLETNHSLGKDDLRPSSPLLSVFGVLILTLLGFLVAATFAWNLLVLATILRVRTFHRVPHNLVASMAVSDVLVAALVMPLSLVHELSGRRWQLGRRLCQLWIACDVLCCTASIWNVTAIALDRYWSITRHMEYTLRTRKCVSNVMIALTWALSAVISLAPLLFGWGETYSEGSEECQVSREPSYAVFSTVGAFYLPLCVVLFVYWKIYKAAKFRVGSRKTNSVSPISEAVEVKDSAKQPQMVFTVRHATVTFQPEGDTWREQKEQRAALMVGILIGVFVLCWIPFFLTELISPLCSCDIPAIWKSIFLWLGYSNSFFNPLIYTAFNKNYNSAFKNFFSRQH
# AddAB inh = growth inhibition of E. coli expressing H. pylori AddAB, primary screen, AddAB inhibitor project, absorbance | inhibition, % at 11.9 µM | actives 0.29% (n = 330,000) | AID 435030, 2010; in the data active means inhibition above about 12%;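 further: 0% = vehicle wells of infected cells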
# CDK5 p35 inh = inhibitors of human CDK5/p35 kinase, primary screen, biochemical, single concentration; Recombinant CDK5/p35, ADP-Glo luminescence, 60 min; inhibition, % at 10 µM; actives 0.01% (n = 330,000); AID 488839, 2010;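 active means highest replicate inhibition of at least 50% and at least 75% of replicates reaching 50%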;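 further: plate controls were DMSO neutral control for no effect and GW8510 at 10 µM for full effect; many of its hits are not listed in these tables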
# phage Ecoli inh = growth loss of phage-infected E. coli, primary screen, RecBCD inhibitor project, absorbance, with phage, HTS. inhibition, % at 11.9 µM. actives 0.26% (n = 360,000). AID 651602, 2012; in the data active means inhibition above about 11%
# DAGLB inhibitor = DAGLB lipase inhibitors, primary screen, biochemical, fluorescence, HTS | actives 0.059% (n = 340,000) | inhibition, % at 5.17 µM | Diacylglycerol lipase-beta (Homo sapiens), Q8NCG7 | HEK293T DAGLB membrane lysate, EnzChek fluorogenic substrate; in the data active means inhibition above about 34%;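 further: 0% = enzyme with vehicle and 100% = wells lacking enzyme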
# PKA-R1A act = activators of PKA-R1A holoenzyme, primary screen, biochemical, fluorescence polarization, Cy5-IP20, bovine R1A, mouse PKAc; activation, % at 11.4 µM; PKA-R1A dissociation; scaled: DMSO 0%, 113 µM cGMP 100%; cAMP-dependent protein kinase type I-alpha regulatory subunit (Bos taurus) + …; actives 0.083% (n = 340,000);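 active means percent activation above the mean of all tested compounds plus 3 SD, cut at about 19% in these data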;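 further: higher means more PKAc released from R1A so a rise in polarization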
# HTR5A ag = HTR5A agonists in luminescence cell assay, primary screen, counter-screen for OPRM1-OPRD1 heterodimer agonist project, full-deck HTS. 5-hydroxytryptamine receptor 5A (Homo sapiens), P47898. cell-based. activation, % at 9.3 µM. AID 504692, 2011. actives 0.61% (n = 340,000); in the data active means activation mostly above about 9.5%, no sharp cut-off; inactive means mostly below about 7.6%;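 further: 0% = cells with vehicle only and 100% = reference agonist; strong numbers were not always called active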
# The depositor's hits bear a star; . = not tested or not shown.
Compound,PKA-R2B act,DAGLB inhibitor,AddAB inh,HTR5A inv ag,E coli growth,PKA-R1A act,HTR5A ag,Tat transport,Mot1-301 SUMO,phage Ecoli inh,CDK5 p35 inh
Cc1ccc(-n2nc3c(c2NC(=O)/C=C\c2ccc4c(c2)OCO4)CSC3)cc1,-4,2,0.2,18,0.7,-20,-7,4,0,0.8,1.4
COc1cc(-c2nc(-c3ccccn3)no2)cc(OC)c1OC,-5,2,0.4,5,-1.2,1,-2,2,30,0.7,-0.6
Cc1cc(C)c(C)c(S(=O)(=O)N2CCN(C(=O)C3CCC3)CC2)c1C,-10,-3,3.6,-4,0.2,-6,2,0,-13,1.6,-1.9
COc1ccc(NC(=O)C2=C(C)Nc3nc(CCCO)nn3C2c2ccc(OC)c(OC)c2)cc1 (stereo not given),4,0,-2.0,9,0.6,-6,-4,-8,18,3.9,0.1
Cc1cccc(NC(=S)NNC(=O)COc2ccc(Cl)cc2Cl)c1,-1,3,3.4,-13,-1.7,-7,2,-5,-17,1.0,1.4
O=C(O)c1ccccc1NC(=O)C1CCN(S(=O)(=O)c2cccc3nsnc23)CC1,-5,0,1.8,-6,-0.3,-18,1,1,-20,-2.1,.
CCCCC(=NCCc1c(C)[nH]c2ccccc12)C1=C(O)CC(c2ccccc2)CC1=O (stereo not given),6,-2,3.4,5,2.3,-15,-2,-5,-12,1.7,0.5
CCCCn1c(NC(=O)CC)c(C#N)c2nc3ccccc3nc21,-2,-5,3.8,-26,-1.3,2,10,24,-10,1.7,-1.0
CCn1c(CNC(=O)c2cccnc2)cc2ccccc21,2,0,-1.8,6,-2.9,7,-2,-1,-1,1.7,-1.4
O=C(COC(=O)c1ccccc1)c1ccc(Br)cc1,-5,-17,2.3,10,1.2,-9,8,7,23,4.0,3.8
COC(=O)[C@H]1C[C@@H]1[C@H](NC(=O)[C@H]1C[C@@H]1[C@H](NC(=O)OCc1ccccc1)c1ccccc1)c1ccccc1,1,3,1.3,13,1.6,-10,8,11,-1,3.7,-7.6
CCCOc1cccc(C2C(C(=O)c3ccc(C)o3)=C(O)C(=O)N2c2nc(C)c(C(C)=O)s2)c1 (stereo not given),4,10,-1.6,2,1.7,2,-1,-23,4,-0.4,-4.2
CCCC(CCC(=O)Nc1ccc(C(=O)OCC)cc1)C(=O)O (stereo not given),-3,0,3.9,24,1.7,5,1,1,-22,1.7,0.8
O=C(O)c1cc(-c2c[nH]c3ccccc23)nc2ccc3ccccc3c12,4,3,4.4,8,-0.4,-16,-3,-1,0,2.0,-2.5
COCCSc1nnc(NC(=O)Cc2ccc(OC)cc2)s1,-8,2,-0.2,1,1.5,2,0,-2,5,3.9,-1.6
c1ccc(N2CCN(C3CCSC3)CC2)cc1 (stereo not given),-19,-2,-0.7,2,1.1,-6,-1,29,817*,3.0,6.8
COC(C(=O)NNS(=O)(=O)c1ccccc1[N+](=O)[O-])c1ccccc1 (stereo not given),3,1,.,-16,.,-5,-1,-1,.,1.9,-0.8
O=C(CSc1nnc(NC(=O)c2ccco2)s1)Nc1ccccc1,-3,1,4.3,4,2.2,-1,5,-6,-12,2.5,-0.6
Nc1nc(SCC(=O)NCC2CCCO2)n[nH]1 (stereo not given),9,0,1.3,-5,-0.6,-20,0,2,9,1.9,0.9
CCOC(=O)c1[nH]c2ccc(OC)cc2c1NC(=O)c1ccc(OC)c(OC)c1,-7,-2,1.8,3,-0.1,-3,-1,9,100,1.7,1.8
CCCC1(CCC)NC(=O)N(CC(=O)N2CCN(C(=O)c3ccco3)CC2)C1=O,2,1,0.8,4,-0.6,6,3,-3,-15,2.4,-1.7
O=C(NCc1ccccc1C(F)(F)F)C1CC(c2cc(C(F)(F)F)cc(C(F)(F)F)c2)=NO1 (stereo not given),6,-6,1.1,-5,-0.5,-3,7,-4,-5,2.5,0.3
O=C1/C(=C/c2ccncc2)SC(=S)N1C1CCCCC1,8,2,0.8,-19,-0.5,-1,1,-4,8,0.6,-2.3
Cc1cccc(Nc2nc(N3CCOCC3)nc(N3CCOCC3)n2)c1,4,-3,1.8,-22,-0.6,0,6,-4,-2,0.9,0.0
CCCN(CC(=O)Nc1ccccc1Br)CC(=O)Nc1ccc(F)c(F)c1F,-4,-7,4.2,2,-2.0,-21,9,1,6,4.0,-0.8
CCCC(=O)N(CCN1CCOCC1)c1nc2ccc(OCC)cc2s1,0,-2,-0.7,14,-3.2,5,-4,0,371*,2.1,.
COc1ccc(S(=O)(=O)Nc2ccc3c(c2)C(=O)N([C@H](C)CO)C[C@H](C)[C@@H](CN(C)C(=O)Nc2ccccc2)O3)cc1,2,1,1.1,-3,-0.7,0,-2,1,-15,3.7,-0.2
COc1ccc(-c2nc3cccc(C)n3c2NCC2CCCO2)cc1O (stereo not given),-6,1,1.9,8,1.4,-9,-3,10,75,2.8,0.4
CCOc1ccc(S(=O)(=O)Nc2cccc(C(=O)N3CC(C)OC(C)C3)c2)cc1 (stereo not given),0,2,-1.8,1,-1.1,-3,0,-2,.,1.6,1.1
O=S(=O)(Cc1ccccc1)N1CCN(C/C=C/c2ccccc2)CC1,-9,-2,-0.3,12,-0.2,-1,1,-3,70,4.0,2.8
CCOC(=O)c1nn(-c2ccccc2)c(=O)cc1OCC(=O)Nc1ccccc1OCC,-2,-1,3.6,8,-2.2,-8,-3,4,1,2.3,1.0
COCCOC(=O)c1c(NC(=O)CNCc2ccco2)sc(C(N)=O)c1C,9,3,-0.3,-21,-3.0,1,8,-5,-18,0.5,1.0
Cc1ccc2c(CC(=O)NC3=NCCS3)coc2c1,-13,1,0.2,-29,-0.3,-7,0,0,208,0.9,0.2
CC(=O)c1cn(CC(=O)NCc2cccnc2)c2ccccc12,-11,-3,-0.6,1,-2.4,-5,-1,1,-4,-2.1,0.8
Nc1ncc([N+](=O)[O-])cc1Br,-8,-1,0.8,-5,2.1,-20,2,1,231,0.5,0.9
CC(=O)c1ccc(OCC(O)CN2CCOCC2)cc1 (stereo not given),2,2,-1.4,10,-0.9,5,5,-3,-16,.,0.2
COc1ccc(/C=C(\CC(=O)O)c2nc3ccccc3s2)cc1O,-4,1,1.4,-3,-0.1,-2,1,-2,2,0.6,0.7
CC(=O)NC1=NN(C(C)=O)C(C)(CC(=O)OC(C)(C)C)S1 (stereo not given),-2,-2,0.0,27,0.9,-15,4,-5,.,3.5,0.5
O=C(CCC(=O)OCC(=O)c1ccc(Br)cc1)Nc1cccc2cccnc12,1,-1,1.9,-21,-1.3,-1,-1,8,429*,1.4,-1.4
COC(=O)c1ccc(N2CCN(CCNC(=O)Nc3ccc(OC)cc3)CC2)cc1,-3,1,-0.8,-6,-2.0,-9,2,9,6,0.6,-6.0
C=CCn1c(SCC(=O)c2ccc(O)c(O)c2)nnc1-c1cccc(OC)c1,4,16,-1.6,-3,-2.3,8,0,-7,-14,0.8,-2.1
Cc1c(NC(=O)COC(=O)/C=C/c2cccc(Br)c2)c(=O)n(-c2ccccc2)n1C,0,-2,1.3,-2,0.9,9,-2,-2,-16,3.4,0.9
CC(=O)N/C(=C\c1ccc(C)cc1)C(=O)O,3,1,-1.2,-2,-0.3,-2,-4,-8,15,3.9,1.1
O=C(NCc1ccccn1)C(=O)N/N=C/c1ccccc1O,9,4,0.4,1,2.8,0,0,-1,-21,-1.7,-2.0
Cc1ccc(S(=O)(=O)N2CCCCC2)cc1NC(=O)Cc1cccs1,4,-2,0.8,-6,0.0,-3,3,8,-12,1.8,-0.2
COc1cccc(-c2nn(Cc3ccccc3)cc2CO)c1,0,-2,1.2,-6,-2.1,1,2,-1,0,0.2,2.0
O=C(CCc1ccccc1)NNC(=O)Nc1ccc(F)c(Cl)c1,2,-1,-0.3,14,-1.2,5,-5,-3,31,2.0,-2.1
O=C(COc1ccccc1)N1CCN(S(=O)(=O)c2ccc(Br)cc2)CC1,-9,1,5.1,11,-0.2,-2,1,5,-16,-2.4,0.2
CCc1nc2sc3c(O)cc(=O)[nH]c3c2cc1C,-20,-3,3.6,2,0.2,-14,-12,-6,-6,1.7,0.1
O=C(O)CCN1C(=O)C2CCCCC2C1=O (stereo not given),0,-1,1.4,-1,-0.3,10,-3,6,4,-0.3,1.0
CCOc1ccc(C(=O)Nc2cc(NC(=O)c3ccc(OCC)c(Cl)c3)cc(C(=O)O)c2)cc1Cl,-2,-2,.,-4,.,5,2,0,.,3.5,-2.3
CCN1/C(=C\C=C2\C(=O)N(C)C(=S)N2C)Sc2ccccc21,2,-3,4.4,-34,-0.8,4,-10,-6,-14,3.0,0.9
CCc1cc(=S)n2c([nH]c3ccccc32)c1C#N,-6,2,0.3,8,1.1,1,0,6,.,.,1.5
CCN1C(=O)/C(=C\N(C)C)S/C1=N\S(=O)(=O)c1ccccc1,1,1,-0.1,-12,-0.8,15,4,-3,.,1.5,-0.4
CCOc1ccc(S(=O)(=O)NC2CC2)cc1C(N)=O,-7,-3,0.5,-25,-2.0,3,1,0,-11,4.8,-4.5
COc1cc(C2CC(=O)c3c(O)cc(O)cc3O2)ccc1O (stereo not given),0,1,3.7,-56,0.5,2,0,-8,-4,3.4,0.7
CC(OC(=O)c1cc[n+]([O-])cc1)C(=O)NCc1ccccc1 (stereo not given),-20,-1,-0.2,-27,1.6,-10,9,10,5,2.9,-4.2
COC(=O)CSc1nc2sc3c(c2c(=O)n1-c1ccc(OC)cc1)CCN(C)C3,10,0,.,-5,.,-4,1,7,.,0.2,-0.1
Cc1ccc([N+](=O)[O-])cc1NC(=O)CNC1CCCCC1,2,-1,1.4,-13,-1.3,7,3,4,-5,2.4,0.7
COc1ccccc1CNC(=O)c1cnn2c(C(F)F)cc(C)nc12,-6,-2,1.7,-8,1.5,1,4,-4,.,-1.7,-0.3
O=C(NN1C(=O)C2C(C1=O)C1C=CC2C12CC2)c1ccncc1 (stereo not given),12,0,-0.4,-26,-0.1,2,-3,-9,4,0.8,-0.4
COc1ccsc1NC(=O)OCc1ccc(Cl)cc1,-2,-6,3.0,11,4.1,-4,-3,7,-2,4.8,1.0
